# STK33 inh: inhibitors of purified STK33 kinase, primary screen, biochemical, ADP-Glo luminescence, homogeneous, cell-free; inhibition, % at 10 µM; AID 2661, 2010; MBP phosphorylation; Serine/threonine-protein kinase 33 (Homo sapiens), Q9BYT3; actives 0.073% (n = 320,000);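 active means inhibition at or above 25%, using the most active replicate where run in duplicate; inactive means inhibition below 25%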
# Target sequence (Q9BYT3 whole entry, looked up): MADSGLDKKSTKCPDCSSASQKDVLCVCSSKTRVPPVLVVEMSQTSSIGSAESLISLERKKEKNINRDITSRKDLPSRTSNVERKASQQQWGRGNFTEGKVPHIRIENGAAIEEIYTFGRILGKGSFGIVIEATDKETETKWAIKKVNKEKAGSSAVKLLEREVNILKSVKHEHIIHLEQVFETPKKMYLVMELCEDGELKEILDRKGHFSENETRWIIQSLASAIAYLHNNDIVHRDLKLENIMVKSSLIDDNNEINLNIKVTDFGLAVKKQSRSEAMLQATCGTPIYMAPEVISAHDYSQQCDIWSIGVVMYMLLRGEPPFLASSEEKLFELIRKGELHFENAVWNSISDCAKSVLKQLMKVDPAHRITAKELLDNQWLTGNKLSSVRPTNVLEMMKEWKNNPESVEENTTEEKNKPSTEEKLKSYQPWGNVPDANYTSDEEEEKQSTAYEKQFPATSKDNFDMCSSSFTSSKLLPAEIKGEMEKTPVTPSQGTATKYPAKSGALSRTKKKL
# OX1R antag-1: antagonists of human orexin 1 receptor (OX1R). OX1R-expressing cells, FRET antagonist read-out. inhibition, % at 6.6 µM. actives 1.8% (n = 330,000). AID 485270, 2010; in the data active means inhibition mostly above about 38%, no sharp cut-off; inactive means mostly below about 40%;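 further: 0% = agonist challenge alone and 100% = reference antagonist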
# Target sequence (O43613 whole entry, looked up): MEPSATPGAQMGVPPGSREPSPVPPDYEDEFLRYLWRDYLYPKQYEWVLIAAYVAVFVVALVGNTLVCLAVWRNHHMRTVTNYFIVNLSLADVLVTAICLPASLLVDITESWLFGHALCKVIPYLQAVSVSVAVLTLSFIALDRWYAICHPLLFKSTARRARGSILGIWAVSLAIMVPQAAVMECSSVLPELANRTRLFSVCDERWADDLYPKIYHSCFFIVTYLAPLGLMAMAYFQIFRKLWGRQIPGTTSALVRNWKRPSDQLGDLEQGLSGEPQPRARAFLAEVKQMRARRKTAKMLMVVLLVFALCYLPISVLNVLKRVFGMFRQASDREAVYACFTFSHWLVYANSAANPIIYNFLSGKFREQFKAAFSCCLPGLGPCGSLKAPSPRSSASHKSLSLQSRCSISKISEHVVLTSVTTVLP
# OX1R antag-2: OX1R (HCRTR1) antagonists, primary screen, fluorescence, CHO/OX1R cells, Fluo-8 calcium, orexin A. Fluo-8 calcium fluorescence. inhibition, % at 5 µM. actives 0.43% (n = 330,000). AID 434989, 2010;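 active means inhibition above its plate's threshold, mean inhibition of all tested compounds on the plate plus 3 SD, cut at about 37% in these data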;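 further: 0% = orexin A challenge wells and 100% = SB-334867-A antagonist wells; not every result past the cut was called active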
# Numbers without * were called inactive; / = no result given. Compounds as they come; 2.2% or so of the library scored in one or more.
SMILES,STK33 inh,OX1R antag-1,OX1R antag-2
Cc1ccc(C)c(-n2nnnc2SCC(=O)Nc2cccc(-c3nnc4n3CCCCC4)c2)c1,0.6,26.2,-25.8
CCOc1ccc(S(=O)(=O)N2CCN(CC(O)COc3cccc([N+](=O)[O-])c3)CC2)cc1 (configuration not stated),0.8,20.0,-11.0
O=C(NC1CCS(=O)(=O)C1)c1cccc(S(=O)(=O)N2CCCCC2)c1 (configuration not stated),-0.2,11.3,2.3
CC(C)CCNC(=O)NC(=O)COC(=O)C1=COCCO1,-1.6,15.3,0.4
CC(C)Sc1n[nH]c(=O)n1-c1ccccc1,-2.3,6.3,-9.3
O=C(NC(=S)Nc1ccc2c(c1)OCCO2)c1cccc2ccccc12,4.4,47.3,-5.0
Cc1ccc2[nH]c(=O)c(CN(CCCN3CCOCC3)C(=O)NC3CCCCC3)cc2c1,0.0,10.8,-31.8
COc1ccc(NC(=O)N(CCc2ccccc2)Cc2cc3c(C)cc(C)cc3[nH]c2=O)cc1,-0.2,20.4,-26.3
CCOc1ccc(S(=O)(=O)Nc2nccs2)cc1,-0.8,26.3,-18.5
CCCc1c(C)c2cc(C)ccc2[nH]c1=O,0.4,-1.6,-16.5
Cc1ccc(NC(=O)C(=O)NCC2OCCc3ccccc32)cc1 (configuration not stated),-2.3,-0.1,-11.0
COC(=O)C(CC(C)C)N1CCC(=O)c2ccccc2S1(=O)=O (configuration not stated),1.6,21.6,-12.6
CCc1ccc2[nH]c(=O)c(CN(CCCN3CCOCC3)C(=O)Nc3ccc(Cl)cc3)cc2c1,0.0,-1.7,-38.8
COCCNC(=S)N/N=C/c1c2ccccc2cc2ccccc12,-0.1,42.2,-24.1
Cc1ccc(F)cc1NC(=O)CCc1c(C)nn(-c2ccc(N3CCCCC3)nn2)c1C,-0.1,14.7,-17.1
CC1(C)Cc2c(cnn2-c2ccccc2)-c2c1c1ccccc1n2CC(O)CBr (configuration not stated),0.6,10.1,-27.8
Cc1ccccc1N(CC(=O)NC1CCCC1)C(=O)c1csnn1,/,4.5,-5.5
COCCn1c(=NC(=O)c2cccs2)sc2cc(NC(C)=O)ccc21,-1.0,-0.7,8.2
CCOC(=O)c1ccc(NC2Nc3cc(C)nn3S2)cc1 (configuration not stated),-0.7,24.8,6.6
CC1(C)Cc2ccccc2C(=NC(Cc2c[nH]c3ccccc23)C(=O)O)N1 (configuration not stated),2.5,7.3,-10.6
NS(=O)(=O)c1ccc(N/N=C/C=C/c2ccccc2[N+](=O)[O-])cc1,1.4,24.3,-4.9
CC(C)CCNC(=O)c1onc(CSc2nc3ccccc3[nH]2)c1C(=O)NCCC(C)C,-0.1,18.3,-23.5
O=C(Nc1ccc2c(c1)OCO2)c1ccc(NC2CC2)c([N+](=O)[O-])c1,0.1,33.0,-10.6
COC(=O)CCC(=O)OC1(C)C(=O)C2=CN(Cc3ccc4c(c3)OCO4)C(c3ccc(OC)cc3)=CC2=C(Br)C1=O (configuration not stated),1.0,9.6,-3.9
CC(=O)N(C)c1ccc(NC(=O)CCN2C(=O)c3ccccc3C2=O)cc1,-1.2,16.3,-12.6
CCOC(=O)N1CCC(NC(=O)c2cc3c(-c4ccc(OC)c(OC)c4)nn(C)c3s2)CC1,-1.1,21.5,-28.1
C=CCNC(=S)NNC(=O)COc1ccc2cc(Br)ccc2c1,-1.7,18.3,17.4
Cc1cccc(NC(=O)C(C)Sc2nnc(-c3cccnc3)o2)c1 (configuration not stated),-0.2,-1.0,7.2
CC1CC(=O)C=C(O)C1C(=O)OC(C)(C)C (configuration not stated),-1.0,4.3,-3.5
O=C(Cn1c(-c2ccccc2)noc1=O)NCc1ccccc1,-1.1,3.2,-9.7
CCOc1ccccc1CNS(=O)(=O)c1cc(-c2cc(C)no2)ccc1C,0.7,26.9,1.6
COc1nccnc1NS(=O)(=O)c1ccc(NS(=O)(=O)c2ccc(NC(C)=O)cc2)cc1,-1.0,8.9,-13.5
c1ccc(CCc2nc(-c3ccccn3)no2)cc1,-1.1,18.2,-15.8
O=C1c2cccnc2C(Nc2ccc(Cl)cc2)N1Cc1cccs1 (configuration not stated),-0.5,13.5,-23.9
CC(C)(C)C(=O)NC(CC(=O)O)c1ccccc1 (configuration not stated),-3.4,2.7,0.7
NNC(=O)c1ccncc1,/,2.4,-1.8
Cc1ccc(S(=O)(=O)Nc2cc(C)c(O)c(Sc3n[nH]c(C)n3)c2)cc1,-2.4,4.5,4.7
CCCC(=O)Nc1cc(-c2nc3ncccc3o2)ccc1Cl,-1.7,18.7,-28.1
O=C(CCl)NNC(=O)c1c(O)c2ccccc2[nH]c1=O,-0.3,11.4,7.2
Cc1cc(C)c(/C=C(\C#N)S(=O)(=O)c2ccccc2)[nH]1,-0.4,19.1,-28.5
O=C(NCCSc1ncc(-c2ccc(F)cc2)[nH]1)c1ccco1,-3.5,11.2,-8.6
N#C/C(=C/c1cc(Cl)c(O)c(Cl)c1)C(=O)N1CCCCC1,-0.8,10.8,-7.0
O=C(NNS(=O)(=O)c1ccc(F)cc1)c1cc2ccccc2cc1O,1.4,12.4,-4.8
COC(=O)C1(C)NC(c2ccc(O)cc2)C2C(=O)N(c3ccc4c(c3)OCCO4)C(=O)C21 (configuration not stated),-1.9,16.9,-5.1
C=CCNC(=O)COc1cc(C)cc(C)c1C,-0.2,12.8,21.2
COC(=O)C1C(=O)CC(C)(O)C(C(=O)OC)C1c1ccccc1F (configuration not stated),-2.4,4.0,1.4
Cc1ccc(S(=O)(=O)Cn2nnnc2CN2CCN(Cc3ccc4c(c3)OCO4)CC2)cc1,0.0,31.4,-9.2
CC(C)c1nnc(NC(=O)CCC(=O)N2CCN(C3c4ccccc4-c4ccccc43)CC2)s1,-1.9,2.6,-28.2
COc1ccccc1OCC(=O)Nc1c2c(nn1-c1ccccc1)CS(=O)(=O)C2,-1.4,13.2,-0.8
O=C(NC12CC3CC(CC(C3)C1)C2)N1CCC(O)(c2ccc3c(c2)OCO3)CC1,-1.3,8.1,-8.6
COC(=O)c1ccccc1S(=O)(=O)N1CCC(c2nc3ccccc3o2)CC1,-1.8,10.1,-9.5
Cc1c(/C=N/O)c2ccccn2c1C(=O)c1ccc(F)cc1,1.0,5.8,-22.7
N/C(=N\OC(=O)c1cccs1)c1cccc([N+](=O)[O-])c1,1.0,9.2,-11.4
COc1ccc(C(=O)NCCN2C(=O)S/C(=C\c3cccnc3)C2=O)cc1[N+](=O)[O-],2.1,41.8,-15.6
COc1cc2cc(CN(CCCN3CCOCC3)Cc3nnnn3Cc3ccccc3)c(=O)[nH]c2cc1OC,-0.5,2.9,-17.4
COc1cccc(CNC(=O)Cc2c(C(=O)O)[nH]c3ccccc23)c1,-0.3,-0.2,2.9
CC(=O)Nc1cc(NC(=O)C2C3C=CC(C3)C2C(=O)O)ccc1Cl (configuration not stated),-0.9,33.2,-15.8
CC1(C)Cc2nc3sc(C(=O)NCCCO)c(N)c3cc2CS1,-0.4,30.0,-16.6
C/C(=N/NC(=O)c1ccc(O)cc1)c1cccc([N+](=O)[O-])c1,-0.7,11.6,3.3
CC1CCCN(CCCNC(=O)C2CC(=O)N(c3ccc(F)c(Cl)c3)C2)C1 (configuration not stated),-0.4,14.7,-13.1

# (list continues)
SMILES,STK33 inh,OX1R antag-1,OX1R antag-2
Cc1cc(C)n(-c2nc(C)nc(NCc3ccccc3)n2)n1,-2.5,11.8,-35.5
CC(C)c1nc2oc3c(NCc4cccnc4)ncnc3c2c2c1CCC2,/,16.8,-27.4
C=CCNC(=S)NNC(=O)c1ccc(OCCC)cc1,-0.5,2.3,-12.4
CC(=O)OCC1OC(Nc2cccc(C)c2)C(OC(C)=O)C(OC(C)=O)C1OC(C)=O (configuration not stated),-2.3,-1.1,4.0
CCN1CCN(C(=O)C2(NC(=O)Nc3cccc(F)c3)CCCCC2)CC1,-1.2,9.2,-2.2
COc1ccccc1C1NC(=O)NC(C)=C1C(=O)OC1CCCC(C)C1 (configuration not stated),-1.9,17.6,-25.2
COc1ccc(-c2noc(CCCC(=O)Nc3cccnc3)n2)cc1OC,-1.8,9.2,-5.7
COCCCn1c(-c2cccc(Cl)c2)nc2c1c(=O)[nH]c(=O)n2Cc1ccccc1,-1.4,10.2,-41.9
Cc1onc(-c2ccccc2Cl)c1C(=O)Nc1cccc2nsnc12,-0.9,27.1,-11.9
COc1ccc(N2CCn3c2nc2c3c(=O)n(CCCc3ccccc3)c(=O)n2C)c(OC)c1,-0.7,11.7,2.8
Clc1ccc(Cc2noc(Cc3ccccc3)n2)cc1Cl,-0.4,-1.5,-16.4
CCOC(=O)C1(Cc2ccccc2Cl)CCN(S(C)(=O)=O)CC1,-3.0,7.8,-8.2
COc1ccc(/C=C/C(=O)OCC(=O)NC2CCCC2)c(OC)c1,-0.7,-0.6,-11.3
O=C(NCc1ccccn1)c1cc2ccccc2oc1=O,0.2,47.2,-17.7
O=C(CCS(=O)(=O)Cc1ccc(Cl)cc1)NCCCN1CCOCC1,-0.7,3.3,-21.9
N#Cc1cccc(S(=O)(=O)NCC(=O)OCC(=O)NCc2ccccc2)c1,/,-0.7,6.6
COc1ccc(S(=O)(=O)NCCN2CCNC2=O)cc1OC,-1.0,3.8,-4.1
CC(C)(C)C(=O)Nc1cc(C(F)(F)F)ccc1N1CCOCC1,-5.1,15.8,-8.6
Cc1ccc(Cl)cc1NC(=O)Cn1cccc1,-0.3,9.4,-20.1
Cc1ccc(Nc2nnc(SCC(=O)c3ccc(Br)s3)s2)c(C)c1,-1.7,22.2,-10.7
Cc1ccc(S(=O)(=O)N(C)C)cc1NC(=O)c1n[nH]c(=O)c2ccccc12,-0.6,4.0,-25.0
Cc1nc2c(-c3ccc(Cl)cc3)cnn2c2c1CCC2,-1.1,45.2,39.5*
O=C(COC(=O)CCc1c[nH]c2ccccc12)NC1CCS(=O)(=O)C1 (configuration not stated),-0.4,9.0,-8.9
COc1ccc(CN(C(=O)c2snc(C(N)=O)c2N)C(C(=O)NC2CCCC2)c2ccc(OC)c(OC)c2)cc1 (configuration not stated),1.0,12.6,-29.5
CCN(CC)C(=O)c1cncc(C(=O)N(CC)CC)c1-c1ccccc1,-1.9,4.6,-7.5
CCOC(=O)c1c(-c2ccccc2Cl)csc1NC(=O)c1cc(S(=O)(=O)N2CCOCC2)ccc1C,-3.6,8.4,-6.6
CCS(=O)(=O)n1nc(-c2ccc(Cl)cc2)nc1SCc1ccccc1,-1.3,26.6,3.6
CC(=O)Nc1cccc(C(=O)OCC(=O)c2ccc3c(c2)OCO3)c1,0.7,34.5,-24.1
CCCOc1ccc(Cc2nn3c(=O)/c(=C/c4ccco4)sc3nc2=O)cc1,-0.1,11.1,-3.5
CS(=O)(=O)Nc1ccc(C(=O)Nc2ccccc2Cl)cc1,0.7,37.5,-5.8
CC(C)Oc1ccc(C(=O)NC(=S)Nc2ccc(Cl)c(C(=O)O)c2)cc1,0.0,3.9,3.1
CCOC(=O)N1CCC(NC(=O)CCC(=O)N2CC(C)Oc3ccc(C)cc32)CC1 (configuration not stated),-1.8,9.4,-6.4
CCN1CCN(CCCNC(=O)CCc2nc(-c3ccc(OC)cc3)no2)CC1,-1.3,31.9,-4.4
CC(C)(CO)Nc1ccc([N+](=O)[O-])cc1[N+](=O)[O-],0.2,93.6*,5.1
NC(=S)C1COc2ccccc2O1 (configuration not stated),-1.5,23.0,-8.8
O=C(O)CC(NC(=O)C1c2ccccc2Oc2ccccc21)c1ccc(Cl)cc1 (configuration not stated),-1.3,15.3,-20.8
CCOCC(=O)OCC(=O)Nc1cc(OC)c([N+](=O)[O-])cc1C,-0.5,7.4,3.1
CC(C)(C)[C@H]1COC(=O)CCCC/C=C\C[C@H](CC(=O)N(CCO)Cc2ccccc2)C(=O)N1,/,-0.4,-21.3
O=S(=O)(Nc1cccc(S(=O)(=O)N2CCCCCC2)c1)c1ccc(F)cc1F,-1.6,14.2,-32.9
CC(=O)c1c(C)[nH]c(C(=O)OCC(=O)Nc2ccc3c(c2)OCCO3)c1C,1.3,5.2,-23.3
Cc1nn(-c2nc(-c3ccco3)cc(C(F)(F)F)n2)c(C)c1Cl,-0.8,3.2,-5.9
CCn1c(SCC(=O)Nc2ccccc2C(=O)OC)nnc1-c1cccc(C)c1,-1.6,8.0,-32.8
COc1ccc(N(C)S(=O)(=O)c2cccc(C(=O)OCC(=O)c3c(N)n(C)c(=O)n(C)c3=O)c2)cc1,-0.9,12.5,20.4
CCOC(=O)N1CCN(C(=O)CN(Cc2ccc(Cl)cc2)S(C)(=O)=O)CC1,-2.1,22.0,-17.5
COc1ccccc1NC(=O)C(C)Nc1ccc(C)c(Cl)c1 (configuration not stated),0.1,7.8,-17.1

# Among those listed so far, nine contain an aryl thioether with sulfur outside any ring:
SMILES,STK33 inh,OX1R antag-1,OX1R antag-2
Cc1ccc(C)c(-n2nnnc2SCC(=O)Nc2cccc(-c3nnc4n3CCCCC4)c2)c1,0.6,26.2,-25.8
CC(C)Sc1n[nH]c(=O)n1-c1ccccc1,-2.3,6.3,-9.3
CC(C)CCNC(=O)c1onc(CSc2nc3ccccc3[nH]2)c1C(=O)NCCC(C)C,-0.1,18.3,-23.5
Cc1cccc(NC(=O)C(C)Sc2nnc(-c3cccnc3)o2)c1 (configuration not stated),-0.2,-1.0,7.2
Cc1ccc(S(=O)(=O)Nc2cc(C)c(O)c(Sc3n[nH]c(C)n3)c2)cc1,-2.4,4.5,4.7
O=C(NCCSc1ncc(-c2ccc(F)cc2)[nH]1)c1ccco1,-3.5,11.2,-8.6
Cc1ccc(Nc2nnc(SCC(=O)c3ccc(Br)s3)s2)c(C)c1,-1.7,22.2,-10.7
CCS(=O)(=O)n1nc(-c2ccc(Cl)cc2)nc1SCc1ccccc1,-1.3,26.6,3.6
CCn1c(SCC(=O)Nc2ccccc2C(=O)OC)nnc1-c1cccc(C)c1,-1.6,8.0,-32.8
